Bioassay records (PubChem)
GLP-1R agonist = agonists of human GLP-1 receptor; P43220; HEK293 GLP-1R CRE-luciferase, luminescence, 4-6 h; cells express a hypersensitive GLP-1R form; Potency, µM (doses to about 45.6 µM), for inactives: at the highest dose activation, hits mostly activators; hit rate 0.007% among 380,000; further: potency means the concentration at half of the fitted maximal effect; % of control where 0% means no effect
GLP1R inv ag = GLP-1 receptor (human) inverse agonism. P43220. HEK293 GLP-1R CRE-luciferase, luminescence, 24 h; GLP-1R form is constitutively active. Potency, µM (doses to about 38.3 µM), for inactives: at the highest dose activity change, negative = inhibition, most hits filed as inhibitors. hit rate 1.6% among 410,000. AID 624417; further: potency means the concentration at half of the fitted maximal effect; on the % scale 0 is the no-effect control and ±100 the full control effect; nearly all actives have a fitted effect of over 55% in size
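Constitutively active GLP-1R drives a cAMP-responsive luciferase in stably transfected HEK293 cells; test compounds are added after overnight (12 h) attachment and left 24 hr, and signal loss in luminescence marks inhibition.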
TDP43 rescue = TDP-43 toxicity inhibition in yeast. TDP-43 expressing yeast growth rescue, BacTiter-Glo, 24 h. Potency, µM (doses to about 46.1 µM), without a hit: at the highest dose growth rescue (activation), hits mostly activators. hit rate 1.8% among 410,000; further: potency means the concentration at half of the fitted maximal effect; % of control where 0% means no effect; nearly all actives have a fitted effect of over 50% in size
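In this qHTS, compounds that restore growth of yeast expressing TDP-43 appear as activators. Cells (OD600=0.02, galactose medium, raffinose-pregrown) are incubated with compound 24 hr at 30 deg C and growth is quantified by BacTiter-Glo.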
Abeta yeast res = compounds reversing amyloid beta toxicity in yeast. yeast expressing A-beta42, growth rescue, OD600, 48 h; response scale: 0% DMSO, 100% iron-clioquinol control. Potency, µM (series often up to 46.1 µM), for the others: top-dose growth rescue, actives largely listed as activators. hit rate 0.063% among 410,000. AID 1347071; further: potency means the concentration at half of the fitted maximal effect; nearly all actives have a fitted effect of over 55% in size
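Yeast A-beta toxicity model in growth medium with pinned compounds, 48 h at 30 C; growth read as absorbance at 600 nm. Normalized to FeCl3/clioquinol equimolar mix (positive) and DMSO (negative).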
aSyn yeast inh = inhibitors of alpha-synuclein toxicity in yeast. Yeast expressing alpha-synuclein, growth rescue, BacTiter-Glo, 24 h. Potency, µM (titrated, usually from 46.1 µM), for inactives: at the top dose growth rescue (activation), usual class: activators. hit rate 0.14% among 370,000; further: potency means the concentration at half of the fitted maximal effect; % of control where 0% means no effect; nearly all actives have a fitted effect of over 65% in size
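Readout is rescue of growth in alpha-synuclein-expressing yeast, so inhibitors of toxicity appear as activators. Growth after 24 hr at 30 deg C in galactose medium is quantified by luminescence.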
DRD3 antagonist = antagonists of human D3 dopamine receptor; AID 652054; max response, negative = inhibition, %; P35462; hit rate 2.5% among 360,000; D3R cells, DiscoveRx beta-arrestin luminescence, antagonist mode; hits give low values; in the data active means max response below about -50%; inconclusive means no clear call, values can overlap the other calls; further: on the % scale 0 is the no-effect control and ±100 the full control effect; mostly tested at two doses, the higher about 12 µM
Target sequence (P35462 whole entry, looked up): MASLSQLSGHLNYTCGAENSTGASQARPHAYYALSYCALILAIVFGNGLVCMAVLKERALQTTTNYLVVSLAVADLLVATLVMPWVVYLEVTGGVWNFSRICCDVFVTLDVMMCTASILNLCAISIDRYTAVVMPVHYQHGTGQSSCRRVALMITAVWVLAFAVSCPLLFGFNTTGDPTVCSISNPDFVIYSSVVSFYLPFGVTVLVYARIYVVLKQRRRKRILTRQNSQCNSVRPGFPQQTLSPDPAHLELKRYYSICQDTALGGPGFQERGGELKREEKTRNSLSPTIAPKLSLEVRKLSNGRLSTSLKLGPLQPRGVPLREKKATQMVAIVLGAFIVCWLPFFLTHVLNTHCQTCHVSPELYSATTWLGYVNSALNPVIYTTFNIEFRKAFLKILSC
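Cells expressing the human receptor were seeded at 1500 cells/well, incubated overnight at 37 degrees C in 5% CO2, then exposed to library compounds with dopamine controls for 90 minutes at 37 degrees C before luminescent detection.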
FUS yeast rescue = suppressors of FUS proteinopathy in yeast. S. cerevisiae FUS-expressing, growth rescue, OD600, 24 h. Potency, µM (series often up to 76.6 µM), for the others: at the highest dose growth rescue (activation), usual class: activators. hit rate 0.24% among 390,000;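 further: potency means the concentration at half of the fitted maximal effect; plate controls were DMSO vehicle for no effect and reference control for full effect; nearly all actives have a fitted effect of over 55% in size; some results filed as inactive show a strong effect at the top dose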
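Yeast FUS proteinopathy model; galactose-induced FUS (2%), starting OD 0.005. Cpds in dilution series, 24hr, 30C, 99% humidity. Abs 600 nm growth. Pos ctrl CP55940 (top 92uM final); neg ctrl DMSO.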
pAkt inh = inhibitors of Akt phosphorylation; Neuro2A IGF-stimulated pAkt S473 HTRF, 20 min; hits give low values; activity change, % for hits at 50 µM; hit rate 0.32% among 360,000; in the data active means activity change below about -80%; inconclusive means mostly about -51% to -80%; further: on the % scale 0 is the no-effect control and ±100 the full control effect
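Neuro2A cells in DMEM with 0.5% FBS, overnight at 37 deg C, given compound at single 50 µM final, then IGF (6 nM final) for 20 min at 37 deg C. Lysed; phospho-Akt Ser473 by HTRF after 24 h, 665/615 ratio.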
PTHR1 agonist = PTHR1 (human) receptor agonism. Q03431. HEK293 GP2 PTHR1 cells, GloSensor cAMP luminescence, 1 h. Potency, µM (series often up to 115 µM), for inactives: at the top dose activation, usual class: activators. hit rate 0.075% among 410,000; further: potency means the concentration at half of the fitted maximal effect; nearly all actives have a fitted effect of over 55% in size; some results filed as inactive show a strong effect at the top dose; inactives centre near -15; many of its hits are not listed in these tables
Target sequence (Q03431 whole entry, looked up): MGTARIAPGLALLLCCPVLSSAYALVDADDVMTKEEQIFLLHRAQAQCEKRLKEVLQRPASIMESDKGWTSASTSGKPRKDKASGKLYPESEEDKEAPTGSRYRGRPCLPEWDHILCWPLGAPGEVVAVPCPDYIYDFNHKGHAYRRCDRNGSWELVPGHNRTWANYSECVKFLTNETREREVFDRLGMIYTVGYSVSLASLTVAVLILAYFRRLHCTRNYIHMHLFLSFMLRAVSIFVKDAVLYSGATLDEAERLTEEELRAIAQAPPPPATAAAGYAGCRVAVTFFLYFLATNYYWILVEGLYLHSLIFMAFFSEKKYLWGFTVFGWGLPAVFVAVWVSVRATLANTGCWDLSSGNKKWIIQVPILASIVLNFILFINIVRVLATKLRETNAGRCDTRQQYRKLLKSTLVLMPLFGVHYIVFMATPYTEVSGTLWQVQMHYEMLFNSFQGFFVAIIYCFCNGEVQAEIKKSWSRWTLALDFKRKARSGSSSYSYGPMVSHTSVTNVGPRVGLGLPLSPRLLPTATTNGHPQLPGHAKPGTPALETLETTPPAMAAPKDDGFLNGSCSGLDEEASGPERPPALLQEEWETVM
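HEK-293-derived GP2 cells expressing PTHR1 and a GloSensor cAMP reporter, 3,000/well, plated overnight, given luciferin plus IBMX (each 0.5 mM as added) for 1 h at 37 °C, then compound for 1 h at 37 °C. Luminescence was read after 15 min at room temperature.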
An asterisk follows results filed as active; & = joins results of further samples; [ ] = another dose, or the depositor's remark. Unless noted, the call rests on the fitted dose curve; in most records, active means well fitted curve in the direction sought with a large enough effect; inconclusive means small, poorly fitted or top-dose-only effect, or another doubt; inactive means no such curve, though single readings can be large; an effect the other way counts as inactive or inconclusive.

CCCN(CC(=O)Nc1ccccc1C)C(=O)c1ccc2[nH]c3c(c2c1)CC(C)CC3 (configuration not stated) was read as GLP-1R agonist -5%, GLP1R inv ag 5.6µM*, TDP43 rescue 0%, Abeta yeast res 15%, aSyn yeast inh 7%, DRD3 antagonist 35, FUS yeast rescue inconclusive, pAkt inh inactive and PTHR1 agonist -2%.
Screening Cc1cccc(C)c1-n1c(C)nn(CC2CC2)c1=O returned GLP-1R agonist 35%, GLP1R inv ag -2%, TDP43 rescue 17%, Abeta yeast res -7%, aSyn yeast inh -3%, DRD3 antagonist 1, FUS yeast rescue -16%, pAkt inh inactive and PTHR1 agonist -19%.
CNC(=O)CSc1nc2ccccc2c(=O)n1C1CCCCC1 was read as GLP-1R agonist 20%, GLP1R inv ag -19%, TDP43 rescue 17%, Abeta yeast res -17%, aSyn yeast inh 1%, DRD3 antagonist 0, FUS yeast rescue 0%, pAkt inh inactive and PTHR1 agonist -17%.
Cc1ccc(N(CC(=O)NC2CCCC2)C(=O)CNC(=O)c2cccs2)cc1C was read as GLP-1R agonist 10%, GLP1R inv ag -23%, TDP43 rescue -11%, Abeta yeast res -2%, aSyn yeast inh -1%, DRD3 antagonist inconclusive, FUS yeast rescue 6%, pAkt inh inactive and PTHR1 agonist -2%.
Screening Cc1ccc(Cl)cc1N1CCN(C(=O)CCCCCn2c(=O)[nH]c3ccccc3c2=O)CC1 returned GLP1R inv ag 0%, TDP43 rescue 18%, Abeta yeast res 3%, FUS yeast rescue 5% and PTHR1 agonist 3%.
Screening O=[N+]([O-])c1cccc(N=Cc2ccccc2)c1 returned GLP-1R agonist 3%, GLP1R inv ag 10%, TDP43 rescue -15%, Abeta yeast res 2%, aSyn yeast inh -3%, DRD3 antagonist -14, FUS yeast rescue -10%, pAkt inh inactive and PTHR1 agonist inactive.
Screening COCCNC(=O)c1cn(C)c2ccc(S(=O)(=O)N3CCCC3)cc2c1=O returned GLP-1R agonist -1%, GLP1R inv ag 5%, TDP43 rescue 5%, Abeta yeast res 3%, aSyn yeast inh 1%, DRD3 antagonist 5, FUS yeast rescue -11% and PTHR1 agonist -18%.
For Cc1ccc(-c2csc(C(O)c3cccc(Cl)c3)n2)cc1C (configuration not stated) the results were GLP-1R agonist 8%, GLP1R inv ag inconclusive, TDP43 rescue inconclusive, Abeta yeast res -21%, aSyn yeast inh inconclusive, DRD3 antagonist 0, FUS yeast rescue 14%, pAkt inh inactive and PTHR1 agonist inactive.
COc1cccc(CN2CC(C(=O)NCc3ccc(C)c(F)c3)CCC2=O)c1 (configuration not stated) was read as GLP-1R agonist 1%, GLP1R inv ag -18%, TDP43 rescue 14%, Abeta yeast res 12%, aSyn yeast inh 0%, DRD3 antagonist -5, FUS yeast rescue 21%, pAkt inh inactive and PTHR1 agonist -18%.
Screening Cc1csc(NC(=O)CSc2nc(C(C)C)nc3c2c(=O)n(C)c(=O)n3C)n1 returned GLP-1R agonist 3%, GLP1R inv ag inconclusive, TDP43 rescue 17%, Abeta yeast res -1%, aSyn yeast inh -1%, DRD3 antagonist 16, FUS yeast rescue -16%, pAkt inh inactive and PTHR1 agonist -46%[inhibitor].
Screening CC(NC(=O)Cn1ccc2cc(S(=O)(=O)N3CCCCCC3)ccc21)c1ccccc1 (configuration not stated) returned GLP1R inv ag inconclusive, TDP43 rescue 23%, Abeta yeast res -7%, FUS yeast rescue 44% and PTHR1 agonist -8%.
COc1ccc(-c2csc(Nc3cccnc3)n2)cc1 was read as GLP-1R agonist 24%, GLP1R inv ag 15%, TDP43 rescue 15%, Abeta yeast res 12%, aSyn yeast inh 1%, DRD3 antagonist 3, FUS yeast rescue 12%, pAkt inh inactive and PTHR1 agonist -7%[57.5 µM].
O=S(=O)(Nc1cccnc1)c1ccccc1 was read as GLP-1R agonist 2%, GLP1R inv ag 5%, TDP43 rescue 4%, Abeta yeast res -11%, aSyn yeast inh 4%&1%, DRD3 antagonist 4, FUS yeast rescue -15%, pAkt inh inactive and PTHR1 agonist inactive.
Screening CC1(c2nnnn2Cc2ccccc2)CCC(=O)N1Cc1ccc(F)cc1 (configuration not stated) returned GLP-1R agonist 9%, GLP1R inv ag 7%, TDP43 rescue 9%, Abeta yeast res 3%, aSyn yeast inh 0%, DRD3 antagonist 21, FUS yeast rescue -3%, pAkt inh inactive and PTHR1 agonist -17%.
`CCOCCn1ccc2c(OCC(=O)Nc3ccc(OC(F)(F)F)cc3)cccc2c1=O` gave GLP1R inv ag -4%, TDP43 rescue 8%, Abeta yeast res -5%, FUS yeast rescue 16% and PTHR1 agonist inactive.
For O=[N+]([O-])c1cc(C(F)(F)F)cc([N+](=O)[O-])c1N1CCCNCC1 the results were GLP-1R agonist 10%, GLP1R inv ag -13%, TDP43 rescue -9%[1.82 µM], Abeta yeast res -1%, aSyn yeast inh 2%, DRD3 antagonist -2, FUS yeast rescue 14%, pAkt inh inactive and PTHR1 agonist -1%.
For CCOc1cc(C2NC(=O)c3c(sc4c3CCN(C)C4)N2)ccc1OC(=O)c1ccccc1Cl (configuration not stated) the results were GLP1R inv ag inconclusive, TDP43 rescue inconclusive, Abeta yeast res 0%, FUS yeast rescue 6% and PTHR1 agonist inactive.
CCOC(=O)[C@H]1[C@H]2COc3ccccc3[C@@H]2N2C(=O)c3c(C)cc(C)cc3NC(=O)[C@@]12C was read as GLP-1R agonist -2%, GLP1R inv ag -23%, TDP43 rescue 1%, Abeta yeast res 5%, aSyn yeast inh -2%, DRD3 antagonist 6, FUS yeast rescue inconclusive, pAkt inh inactive and PTHR1 agonist 0%.
For O=S(=O)(NCC1CCCO1)c1ccc(S(=O)(=O)N(Cc2ccccc2F)C2CCCCC2)cc1 (configuration not stated) the results were GLP-1R agonist 13%, GLP1R inv ag inconclusive, TDP43 rescue -14%, Abeta yeast res 15%, aSyn yeast inh 10%, DRD3 antagonist -10, FUS yeast rescue -11%, pAkt inh inactive and PTHR1 agonist 3%[57.5 µM].
For Cn1c(N)c(C(=O)COC(=O)CNC(=O)c2ccccc2Cl)c(=O)n(C)c1=O the results were GLP-1R agonist -2%, GLP1R inv ag 11%, TDP43 rescue 5%, Abeta yeast res 4%, aSyn yeast inh 1%, DRD3 antagonist 2, FUS yeast rescue -5%, pAkt inh inactive and PTHR1 agonist inactive.
CCC(C)NC(=O)CCSc1ccc(C)cc1 (configuration not stated) was read as GLP-1R agonist 2%, GLP1R inv ag -1%, TDP43 rescue 8%, Abeta yeast res 3%, aSyn yeast inh 0%, DRD3 antagonist -2, FUS yeast rescue 3%, pAkt inh inactive and PTHR1 agonist -8%.
For O=C(Nc1ccc(Nc2ccccc2)cc1)c1ccccc1 the results were GLP-1R agonist -1%, GLP1R inv ag inconclusive, TDP43 rescue 3%, Abeta yeast res -10%, aSyn yeast inh -10%, DRD3 antagonist inconclusive, FUS yeast rescue 14%, pAkt inh inactive and PTHR1 agonist -97%[inhibitor].
For O=C(NCc1ccccc1)C(=O)NCC(c1cccs1)S(=O)(=O)c1cccs1 (configuration not stated) the results were GLP1R inv ag 0%, TDP43 rescue 17%, Abeta yeast res 6%, FUS yeast rescue -1% and PTHR1 agonist inactive.
`COc1cc(NC(=O)COc2ccc(Br)cc2)ccc1NC(=O)C(C)C` gave GLP-1R agonist 10%, GLP1R inv ag 0%, TDP43 rescue -3%, Abeta yeast res -3%, aSyn yeast inh -6%, DRD3 antagonist 6, FUS yeast rescue -9%, pAkt inh inactive and PTHR1 agonist -1%.
Screening Cc1ccc(S(=O)(=O)NC(C)C(=O)NC(C)c2cccs2)cc1 (configuration not stated) returned GLP-1R agonist 2%, GLP1R inv ag 8%, TDP43 rescue -10%, Abeta yeast res -6%, aSyn yeast inh -1%, DRD3 antagonist -24, FUS yeast rescue 13%, pAkt inh inactive and PTHR1 agonist 15%.
`c1ccc(NC2=NCCN2CC2CCC2)cc1` gave GLP-1R agonist 2%, GLP1R inv ag 3%, TDP43 rescue 15%, Abeta yeast res 8%, aSyn yeast inh 2%, DRD3 antagonist -3, FUS yeast rescue -29%, pAkt inh inactive and PTHR1 agonist -22%.
For Cc1ccc(-n2c(C)cc(C(=O)CSc3n[nH]c(N)n3)c2C)cc1 the results were GLP-1R agonist 9%, GLP1R inv ag 0%, TDP43 rescue 1%, Abeta yeast res 16%, aSyn yeast inh -10%, DRD3 antagonist 33, FUS yeast rescue inconclusive, pAkt inh inactive and PTHR1 agonist -26%.
`O=C1CC(Nc2ccc(N3CCOCC3)cc2)C(=O)N1C1CCCCC1` (configuration not stated) gave GLP-1R agonist -11%, GLP1R inv ag -16%, TDP43 rescue 2%, Abeta yeast res -11%, aSyn yeast inh 7%, DRD3 antagonist 0, FUS yeast rescue 10%, pAkt inh inactive and PTHR1 agonist inactive.
`COc1ccccc1N1CCN(c2nnc(-c3ccc(F)cc3)c3ccccc23)CC1` gave GLP-1R agonist 7%, GLP1R inv ag -18%, TDP43 rescue -2%, Abeta yeast res 14%, aSyn yeast inh -1%, DRD3 antagonist 27, FUS yeast rescue -2%, pAkt inh inactive and PTHR1 agonist -83%[inhibitor][57.5 µM].

2 entries drawn at random from the list so far:
`CCOCCn1ccc2c(OCC(=O)Nc3ccc(OC(F)(F)F)cc3)cccc2c1=O` gave GLP1R inv ag -4%, TDP43 rescue 8%, Abeta yeast res -5%, FUS yeast rescue 16% and PTHR1 agonist inactive.
For O=[N+]([O-])c1cc(C(F)(F)F)cc([N+](=O)[O-])c1N1CCCNCC1 the results were GLP-1R agonist 10%, GLP1R inv ag -13%, TDP43 rescue -9%[1.82 µM], Abeta yeast res -1%, aSyn yeast inh 2%, DRD3 antagonist -2, FUS yeast rescue 14%, pAkt inh inactive and PTHR1 agonist -1%.

Not all compounds are listed (hit frequency here may not be typical).
